Assay outcomes as filed in PubChem BioAssay.
RAM inhibit: inhibitors of the yeast RAM network, primary screen, dse1pr::URA3 reporter, 5-FOA selection; hit rate 1.8% among 190,000; AID 868, 2007; S. cerevisiae dse1pr::URA3 reporter, 5-FOA growth OD615, 2 d; analog-sensitive cbk1-as2 kinase mutant strain; inhibition, % at 50 µM;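 active = inhibition above a set limit, 3 SD over mean compound inhibition, cut at about 8.4% in these data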;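 also: 0% = DMSO-only wells with no growth and 100% = 10 µM 1-NA-PP1 full growth; inhibition rescues growth on 5-FOA so higher OD means more RAM inhibition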
bIAP activator: bovine intestinal alkaline phosphatase activators, primary screen, biochemical, bovine IAP, CDP-star luminescence | alkaline phosphatase, intestinal [Bos taurus] | activation factor at 20 µM | hit rate 0.17% among 200,000 | AID 1016, 2008 | purified bovine IAP, 30 min; stronger effect = higher value; fold of DMSO-control signal, blank-subtracted;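 active = activation factor of 2 or more at 20 µM, a signal rise over negative controls twice the positive control's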
FLuc inh counter: firefly luciferase enzyme inhibitors, primary screen, artefact control for luciferase-based inhibitor screens, biochemical, luminescence, ATPLite | Luciferin 4-monooxygenase (Photinus pyralis), P08659 | 10 min | inhibition, % at 10 µM | hit rate 1.5% among 200,000 | AID 1006, 2008;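 active = inhibition above about 50% when tested at 10 µM, limit read from the data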
Target sequence (P08659 whole entry, looked up): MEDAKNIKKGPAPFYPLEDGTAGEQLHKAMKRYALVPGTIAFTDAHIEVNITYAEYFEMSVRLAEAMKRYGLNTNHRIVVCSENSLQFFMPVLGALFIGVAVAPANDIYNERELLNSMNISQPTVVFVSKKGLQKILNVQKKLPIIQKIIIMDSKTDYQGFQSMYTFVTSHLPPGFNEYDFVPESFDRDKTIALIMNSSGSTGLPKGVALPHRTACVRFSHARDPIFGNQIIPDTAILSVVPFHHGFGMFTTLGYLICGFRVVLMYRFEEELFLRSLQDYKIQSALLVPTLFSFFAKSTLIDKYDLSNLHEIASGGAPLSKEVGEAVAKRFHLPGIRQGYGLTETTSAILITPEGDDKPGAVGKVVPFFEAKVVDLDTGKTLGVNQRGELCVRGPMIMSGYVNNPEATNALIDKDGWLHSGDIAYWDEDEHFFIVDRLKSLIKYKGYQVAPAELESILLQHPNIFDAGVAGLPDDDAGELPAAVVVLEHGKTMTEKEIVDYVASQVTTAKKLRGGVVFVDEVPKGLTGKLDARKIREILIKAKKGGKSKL
TNAP inh noacc: human TNAP enzyme inhibitors, primary screen, biochemical, luminescent, no phosphate acceptor, uHTS; Alkaline phosphatase, tissue-nonspecific isozyme (Homo sapiens), P05186; purified TNAP, CDP-star luminescence, 30 min; inhibition, % at 20 µM; hit rate 0.26% among 200,000; AID 1012, 2008;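 active = tissue-nonspecific alkaline phosphatase inhibition above about 50% at 20 µM in the single-dose screen, limit read from the data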;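 also: 0% = DMSO negative control and 100% = EDTA positive control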
Target sequence (P05186 whole entry, looked up): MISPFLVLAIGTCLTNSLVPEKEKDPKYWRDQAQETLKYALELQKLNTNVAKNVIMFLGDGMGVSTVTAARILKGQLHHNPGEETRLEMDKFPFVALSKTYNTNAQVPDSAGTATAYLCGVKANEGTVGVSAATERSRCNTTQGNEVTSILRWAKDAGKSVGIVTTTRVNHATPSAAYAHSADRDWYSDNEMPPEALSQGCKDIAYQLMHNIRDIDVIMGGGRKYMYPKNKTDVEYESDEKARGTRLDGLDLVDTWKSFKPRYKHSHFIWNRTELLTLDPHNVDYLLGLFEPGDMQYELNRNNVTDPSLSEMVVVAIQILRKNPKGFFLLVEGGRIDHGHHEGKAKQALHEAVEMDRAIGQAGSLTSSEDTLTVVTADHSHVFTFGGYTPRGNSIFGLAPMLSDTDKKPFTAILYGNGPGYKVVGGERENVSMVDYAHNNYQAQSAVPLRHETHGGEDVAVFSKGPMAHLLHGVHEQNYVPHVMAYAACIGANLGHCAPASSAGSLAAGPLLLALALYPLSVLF
TNAP inh hiacc: human TNAP enzyme inhibitors, primary screen, biochemical, luminescent, high phosphate acceptor level, uHTS | Alkaline phosphatase, tissue-nonspecific isozyme (Homo sapiens), P05186 | purified TNAP, CDP-star luminescence, 1 M DEA | inhibition, % at 20 µM | hit rate 0.03% among 200,000 | AID 1135, 2008;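 active = over 50% inhibition of tissue-nonspecific alkaline phosphatase at 20 µM in the single-dose screen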;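 also: plate controls were DMSO wells for no effect and EDTA-quenched wells as full inhibition for full effect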
TNAP act hiacc: TNAP activators at high phosphate acceptor level, primary screen, biochemical, luminescence, uHTS; Alkaline phosphatase, tissue-nonspecific isozyme (Homo sapiens), P05186; purified TNAP, CDP-star luminescence, 1 M DEA, 30 min; stronger effect = higher value; 0 = EDTA background, 1 = DMSO-only activity; activation factor at 20 µM; 200,000 tested, under 10 active; AID 1136, 2008;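 active = activation factor at least 2 at 20 µM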
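Measured by: Luminescent substrate turnover signal | Test system: Human TNAP | Input: TNAP 1/800 final | Dosing: 20 µM single point | Schedule: 30 min, room temperature | Controls: EDTA wells as negative control, DMSO wells as positive control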
bIAP inhibitor: bovine intestinal alkaline phosphatase inhibitors, primary screen, selectivity assay for TNAP inhibitor project, biochemical, bovine IAP, CDP-star luminescence; inhibition, % at 20 µM; 190,000 tested, under 10 active; purified bovine IAP, 30 min;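 active = over 50% inhibition of intestinal alkaline phosphatase at 20 µM in the single-dose screen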
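Assay system: bovine IAP enzyme; medium: DEA buffer 100 mM, pH 9.8, with MgCl2 1.0 mM, ZnCl2 0.02 mM; doses: 20 µM single dose; incubation: enzyme reaction for 30 min at room temperature; detection: CDP-star luminescence signal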
APP transl inh: inhibitors of APP translation via 5'UTR reporter, primary screen, APP 5'UTR luciferase, SH-SY5Y cells; AID 1285, 2008; SH-SY5Y APP 5'UTR-luciferase reporter, luminescence; hit rate 0.82% among 190,000; inhibition, % at 2 µM;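 active = inhibition above a set limit, derived from the sample mean plus 3 SD, cut at about 45% in these data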; also: values of inactives mirror those of a sister screen read the other way
Lmaj promast: Leishmania major promastigote growth inhibition, primary screen. Leishmania major promastigotes, resazurin fluorescence viability. inhibition, % at 10 µM. hit rate 9% among 200,000. AID 1063, 2008; in the data active = inhibition above about 50%;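 also: promastigotes grown with compound for 44 hours at 28 °C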
FLuc act counter: FLuc activators, initial screening, artefact control for FLuc-dependent activation tests, biochemical, ATPlite luminescence | ATPlite luciferase biochemical, 10 min; 0 = ATP-free wells, 1 = DMSO control | 200,000 tested, under 10 active | Luciferin 4-monooxygenase (Photinus pyralis), P08659 | activation factor at 10 µM;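 active = luciferase activation factor, scaled between plate controls, of at least 2 with compound at 10 µM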
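Material: Luciferase/luciferin reagent mix | Doses: Test compounds dosed from 2 mM stocks in 100% DMSO | Timing: 10 min incubation after luciferase reagent addition, room temperature | Measured by: Luminescence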
* hit, by the source's call; . = no result given.

SMILES	RAM inhibit	bIAP activator	FLuc inh counter	TNAP inh noacc	TNAP inh hiacc	TNAP act hiacc	bIAP inhibitor	APP transl inh	Lmaj promast	FLuc act counter
NC(=O)C1(N2CCCCC2)CCN(C(=S)Nc2cccc(Cl)c2)CC1	0.7	0.9	-3	-2	-1	1	10	-12	-6	1
O=C(CSc1nnc(-c2ccco2)o1)c1ccc(F)c(F)c1	2.3	0.7	-2	-16	-4	1	28	0	-7	1
CCOc1ccc(C(=O)Nc2cc(C)c3c(=O)oc4ccccc4c3n2)cc1	-1.1	0.9	-2	16	-4	1	9	-4	-1	1
Cc1sc(-c2ccccn2)nc1OC(=O)c1ccc(F)cc1F	-1.2	1.2	2	-43	4	1	-18	21	13	1
O=c1c(O)c(-c2cccs2)oc2ccccc12	2.1	1.2	-5	-10	-2	1	-16	-1	0	1.1
Cc1oc(-c2ccccc2F)nc1CS(=O)(=O)CC(=O)N1CCN(Cc2ccccc2)CC1	-0.5	1	-4	-14	0	1	3	4	-7	1
CCN(CC)S(=O)(=O)c1cc(C(=O)Nc2ccccc2[N+](=O)[O-])ccc1Cl	5.3	0.9	27	-20	-1	1	10	-28	78*	0.7
COc1ccc(C(CNC(=O)c2ccc(S(=O)(=O)N(C)C)cc2)N(C)C)cc1 (stereo not given)	0.6	1	-4	-9	-5	1	-4	-15	-5	1
COc1cc(/C=C2/C(=N)N3OC(C)=CC3=NC2=O)ccc1OCCOc1ccc(C)cc1	3.1	1	-8	-9	0	1	1	18	0	1.1
CCN(CC)CCn1c(NCc2cccc(OC)c2)nc2ccccc21	0.4	0.9	-1	-9	-4	1	9	8	42	1
CC(=O)c1ccccc1Oc1nc(CN2CCOCC2)nc2scc(-c3cccs3)c12	-0.3	1.2	-6	-20	-9	1.1	-20	-9	2	1.1
CN=C1S/C(=C\c2ccc(N3CCOCC3)c(F)c2)C(=O)N1C	3.2	1	0	2	0	1	1	-9	1	1
CNC(=O)c1c[nH]n2c(=O)c(Cc3ccccc3F)c(C)nc12	-0.1	0.9	-4	-15	-4	1	12	-5	-7	1
COc1ccc2c(c1)cc1n2CCN2CCCN=C12	0.3	0.9	9	-4	-1	1	10	-1	1	0.9
O=C(CSc1nnc2c(n1)[nH]c1ccccc12)Nc1ccc(S(=O)(=O)Nc2ncccn2)cc1	6.5	0.9	3	-5	-1	1	8	-7	-1	1
Cc1cc(C)n(-c2ccc(N3CCOCC3)nn2)n1	1.3	1	9	-5	0	1	4	-16	-4	0.9
c1ccc(-n2cc(CNCCc3cscn3)c(-c3ccc4c(c3)OCO4)n2)cc1	1.2	1	-5	-6	-3	1	-4	1	16	1.1
O=[N+]([O-])c1ccc(/C=N/n2cnc3ccccc32)s1	1.2	1.7	-6	-12	3	1	-66	6	100*	1.1
COC(=O)c1ccccc1NC(=O)N1CCN(Cc2ccco2)CC1	1.4	1.1	6	-7	1	1	-12	6	-4	0.9
CCc1ccc(C(=O)/C=C/Nc2ccc(S(=O)(=O)Nc3onc(C)c3C)cc2)cc1	5.6	1.2	9	-6	2	1	-23	9	36	0.9
COc1ccc(C(CCNC(C)c2ccccc2)c2ccc(F)cc2)cc1 (stereo not given)	-0.2	0.9	-2	-16	-2	1	7	22	100*	1
CCSc1nc(C)c(CC)c(C)c1C(N)=O	-0.1	1	-1	-5	1	1	4	7	0	1
CC(Sc1nnc(COc2ccc3ccccc3c2)n1C)C(=O)O (stereo not given)	3.7	1	-4	-16	-7	1.1	4	8	-8	1
C=CCNC(=O)C1CC(=O)N(c2ccc(OCC(=O)Nc3ccc(Cl)c(C(F)(F)F)c3)cc2)C1 (stereo not given)	1.4	0.9	0	-4	2	1	7	13	0	1
CCC(C)NC(=O)COc1ccccc1[N+](=O)[O-] (stereo not given)	1.0	1	-2	-4	-2	1	-2	-50	-4	1
CC(NC(=O)NNC(=O)c1ccncc1)(C(F)(F)F)C(F)(F)F	1.8	1.1	-4	-21	-5	1.1	-11	14	-8	1
Cc1ccc(-c2nnn(CC(=O)NC3CCN(Cc4ccccc4)CC3)n2)cc1	-0.5	1	0	-11	-4	1	0	6	-9	1
CCN(CC)C(=O)c1c(-c2ccccc2)oc2ccc(OC)cc12	2.6	1	-9	-7	-1	1	3	-11	10	1.1
Cc1cccc(-c2noc(CCCOc3ccc(Cl)cc3Cl)n2)c1	0.4	0.4	-6	-4	3	1	.	8	-5	1.1
COc1ccc(C(=O)NCc2cccnc2)cc1	1.4	0.9	-1	-11	-3	1	10	-12	-1	1
COc1ccc(CNC(=O)C(c2ccco2)N(C(=O)CNS(=O)(=O)c2ccccc2)c2ccccc2C)cc1 (stereo not given)	6.8	1.1	-4	-3	1	1	-8	-7	47	1
CN(C)CCCNC(=S)N1CCn2c(nc3ccccc32)C1	1.0	0.9	-4	-18	-3	1	10	-1	51*	1
CNc1oc(C)nc1S(=O)(=O)c1ccccc1	0.0	1	-8	-6	0	1	2	-5	-10	1.1
Cc1cccc(OCCN2C(=O)c3ccccc3C2=O)c1	0.4	1	10	-6	1	1	1	-18	-3	0.9
O=C(NCCCO)/C(=C/c1ccc(-c2cccc([N+](=O)[O-])c2)o1)NC(=O)c1ccccc1	8.5*	1	-9	-6	-6	1.1	3	-16	2	1.1
O=C(NC1(C(F)(F)F)C(=O)Nc2c1c(=O)[nH]c(=O)n2Cc1ccccc1)c1ccc(Cl)cc1 (stereo not given)	-0.5	1	-4	3	7	0.9	5	9	-6	1
COc1ccc(OC)c(NC(=O)c2ccc(S(=O)(=O)N3CCN(C)CC3)cc2)c1	1.7	1	1	-14	-8	1.1	-4	0	-2	1
CSc1ncc(Cl)c(C(=O)Nc2sc3c(c2C(=O)NCc2ccco2)CCCC3)n1	2.2	0.9	-4	-6	4	1	15	-3	4	1
COCCCn1c(SCC(N)=O)nnc1-c1ccccc1	-0.3	0.9	-10	-8	-11	1.1	11	3	-1	1.1
N/C(=N\OC(=O)c1cccc(Cl)c1)c1cccnc1	0.2	1.1	68*	-5	-4	1	-8	-75	2	0.3
COc1ccc(Cl)cc1N(CC(=O)NCC(C)C)S(=O)(=O)c1ccc(C)c([N+](=O)[O-])c1	5.0	1.1	-8	-49	-1	1	-9	.	9	1.1
COc1ccc(CC(=O)NC2=NCCS2)cc1	0.5	0.8	-5	-16	-12	1.1	20	8	-3	1
CCOC(=O)c1nn(-c2ccc(F)cc2)c(C)c1C(C)=O	3.6	0.9	-12	-3	-4	1	9	15	3	1.1
CCOc1cc(C(=O)Nc2ccc(S(=O)(=O)NC3=NCCCCC3)cc2)cc(OCC)c1OCC	2.2	1.2	-3	0	-4	1	-22	6	-6	1
CSc1nc2ccccc2n1CC(=O)Nc1ccccc1	1.1	0.9	-3	-6	-2	1	5	-2	0	1
CCN(CC)S(=O)(=O)c1ccc(N2CCOCC2)c(NC(=O)c2cccc3ccccc23)c1	3.9	0.9	-9	-11	-3	1	8	-5	5	1.1
Cc1c(-c2ccccc2)nc(-c2ccccc2)[nH]c1=O	0.8	1	-4	-9	-5	1	-2	-10	25	1
CCOc1ccc(NC(=S)N(CCN2CCOCC2)Cc2ccc3c(c2)CCCN3CC)cc1	1.9	1.1	0	-7	-4	1	-8	-26	23	1
O=C(CN1CCN(Cc2ccc(Cl)cc2)CC1)N/N=C/c1c[nH]c2ccccc12	0.9	1	-5	-4	-4	1	-1	11	14	1.1
COc1ccc(CCNC(=O)CC2Nc3cc(C)c(C)cc3NC2=O)cc1OC (stereo not given)	0.6	1	-3	-3	-6	1.1	-2	-4	8	1

Fetched by compound from the list above (three):
SMILES	RAM inhibit	bIAP activator	FLuc inh counter	TNAP inh noacc	TNAP inh hiacc	TNAP act hiacc	bIAP inhibitor	APP transl inh	Lmaj promast	FLuc act counter
COc1ccc(CCNC(=O)CC2Nc3cc(C)c(C)cc3NC2=O)cc1OC (stereo not given)	0.6	1	-3	-3	-6	1.1	-2	-4	8	1
Cc1c(-c2ccccc2)nc(-c2ccccc2)[nH]c1=O	0.8	1	-4	-9	-5	1	-2	-10	25	1
CCOc1cc(C(=O)Nc2ccc(S(=O)(=O)NC3=NCCCCC3)cc2)cc(OCC)c1OCC	2.2	1.2	-3	0	-4	1	-22	6	-6	1

The list continues:
SMILES	RAM inhibit	bIAP activator	FLuc inh counter	TNAP inh noacc	TNAP inh hiacc	TNAP act hiacc	bIAP inhibitor	APP transl inh	Lmaj promast	FLuc act counter
C/C(=N/NC(=O)CN1CCN(S(=O)(=O)c2ccc(Br)cc2)CC1)c1ccco1	-0.8	1.1	-4	-8	-4	1	-11	-5	0	1
COC(=O)c1ccc(Cl)c(NC(=O)CN2CCC(C)CC2)c1	1.1	1	1	-12	-5	1	-3	1	-1	1
COc1ccc(C(=O)NCc2cn3c(C)csc3n2)cc1OC	0.0	0.9	-4	-7	2	1	10	-8	-7	1
CCN(CC)S(=O)(=O)c1ccc(NN=C2CCN(C)CC2)c([N+](=O)[O-])c1	-1.7	0.8	-9	-2	4	1	16	0	81*	1.1
COc1cc(/C=N/NC(=O)c2ccoc2C)cc(OC)c1O	1.7	1	6	-22	-2	1	5	2	47	0.9
Cc1ccc(NCc2ccccc2)cc1	2.6	0.9	-1	-4	-3	1	10	-22	36	1
COc1ccccc1NC(=O)CSC1=NC(=O)C(NC(C)=O)C(=O)N1 (stereo not given)	0.1	1	-8	-16	-7	1.1	4	-16	-3	1.1
COc1cccc(N2CCN(C(=O)CN(C)S(=O)(=O)c3ccc4c(c3)CCC(=O)N4)CC2)c1	0.6	1.1	0	-12	-2	1	-7	-4	-4	1
COC(=O)c1ccc(NN=Nc2ccc(C)cc2)cc1	0.5	0.8	3	-1	0	1	17	-72	1	1
O=[N+]([O-])c1ccc(N/N=C/c2ccc(O)c(O)c2O)c(S(=O)(=O)N2CCOCC2)c1	3.5	1	1	30	35	0.6	5	-29	28	1
Cc1ccc2cc(-c3noc(C4CCCO4)n3)c(=O)[nH]c2c1 (stereo not given)	-0.6	1	-2	-10	-4	1	0	-6	3	1
CCn1nccc1C(=O)Nc1ccc(Cl)cc1Cl	-0.5	0.9	-4	-11	2	1	12	-24	-5	1
COc1ccc(Oc2nc(-c3ccccc3)ncc2S(=O)(=O)c2ccccc2)cc1	2.6	0.9	-6	-7	1	1	9	13	-8	1.1

This is a random part of the collection. Share with any hit: about 13%.
